PPC-1+TRAIL kill: compounds killing PPC-1 cancer cells with TRAIL present, primary screen, TRAIL potentiator project, ATPLite luminescence, uHTS. 220,000 compounds, 0.41% hits. PPC-1 cells + TRAIL, ATPLite viability luminescence. AID 1443, 2008. cell killing (% activity), % at 4 µM;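 active = cell killing above 50% in the first pass at 4 µM, then a duplicate retest at 5 µM averaging 50% or more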;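 also: plate controls were cells with TRAIL plus DMSO for no effect and medium-only wells lacking cells for full effect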
zfTRPN1 agonist: zebrafish TRPN1 channel agonists, primary screen, cell-based, HEK293, calcium fluorescence; HEK293 zebrafish TRPN1-YFP, Fluo-8 calcium fluorescence; 100% = response to 87 µM carbachol; activation, % at 3 µM; 220,000 compounds, 0.18% hits; AID 1424, 2008;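 active = activation above its plate's cutoff, the mean activation of test wells on that plate plus 3 SD, cut at about 19% in these data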;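 also: 0% = DMSO alone and 100% = 87 µM carbachol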
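Material – zebrafish TRPN1-YFP in HEK293 cells · Doses – 3 µM single point · Schedule – dye 1 h 37 °C plus 30 min RT · Signal – Fluo-8 calcium fluorescence, excitation 470-495 nm, emission 515-575 nm · Read-out – % activation versus carbachol response · Control set – carbachol high, DMSO low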
BaF3 parental: parental Ba/F3 cell viability inhibition, counter-screen for JAK2V617F inhibitor project, murine pro-B, CellTiter-Glo luminescence; CellTiter-Glo ATP luminescence; AID 1486, 2009; inhibition, % at 5.6 µM; 220,000 compounds, 1.1% hits;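 active = inhibition above a per-campaign cutoff, the mean inhibition of all tested compounds plus 3 SD, cut at about 27% in these data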;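 also: 0% = DMSO wells and 100% = JAK Inhibitor I control wells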
TNF death inh: inhibitors of TNF-alpha triggered necroptosis, primary screen, cell-based, Jurkat FADD-/-, single concentration | Jurkat FADD-/- TNF necroptosis rescue, ATP luminescence, 24 h; 0 = TNF only, 100 = no-TNF cells | activation (protection from cell death), % at 10 µM | 220,000 compounds, 0.068% hits;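 active = activation, meaning protection from cell death, of at least 50% relative to plate controls; inactive = activation below 50%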;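 also: necroptosis triggered by 40 ng/mL TNF-alpha added together with compound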
TRPML3 agonist: human TRPML3 channel agonists, primary screen, cell-based, HEK293 TRPML3-YFP, Fluo-8 calcium fluorescence, 3 µM | 220,000 compounds, 0.29% hits | activation, % at 3 µM | Mucolipin-3 (Homo sapiens), Q8TDD5 | AID 1448, 2008 | 100% = the carbachol control signal;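 active = activation above its plate's cutoff, the mean activation of the plate's test wells plus 3 SD, cut at about 12% in these data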;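 also: 0% = DMSO only wells and 100% = carbachol wells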
Target sequence (Q8TDD5 whole entry, looked up): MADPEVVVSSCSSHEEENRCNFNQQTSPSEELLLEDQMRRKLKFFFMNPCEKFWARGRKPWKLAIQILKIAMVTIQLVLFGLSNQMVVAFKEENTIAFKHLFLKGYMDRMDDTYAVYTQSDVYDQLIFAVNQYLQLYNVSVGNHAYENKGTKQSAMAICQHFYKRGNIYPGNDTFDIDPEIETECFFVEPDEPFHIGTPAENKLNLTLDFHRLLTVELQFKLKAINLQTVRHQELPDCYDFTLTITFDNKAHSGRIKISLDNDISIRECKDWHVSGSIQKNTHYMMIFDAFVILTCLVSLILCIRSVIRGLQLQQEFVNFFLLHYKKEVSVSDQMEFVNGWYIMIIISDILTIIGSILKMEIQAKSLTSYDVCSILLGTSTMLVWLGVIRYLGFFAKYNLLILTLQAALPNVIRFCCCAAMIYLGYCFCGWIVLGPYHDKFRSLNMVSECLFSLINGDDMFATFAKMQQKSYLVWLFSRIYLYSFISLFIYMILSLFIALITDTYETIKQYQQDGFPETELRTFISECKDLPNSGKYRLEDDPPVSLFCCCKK
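Test system – HEK293 line with stable expression of human TRPML3-YFP channel · Control set – carbachol 87 µM final as high control (100%), DMSO as low control (0%) · Signal – Fluo-8 calcium dye fluorescence, ex 470-495, em 515-575 nm · Incubation – 1-h 37 °C dye load, 5-s basal, 120-s post-compound reads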
RBBP9 inh: human RBBP9 inhibitors, primary screen, biochemical, fluorescence polarization, FP-Rh probe, HTS; AID 1515, 2009; Serine hydrolase RBBP9 (Homo sapiens), O75884; recombinant RBBP9; inhibition, % at 7.94 µM; 220,000 compounds, 0.2% hits;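 active = inhibition above the campaign mean of all tested compounds plus 3 SD, cut at about 14% in these data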;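 also: plate controls were DMSO wells with RBBP9 for no effect and wells lacking RBBP9 protein for full effect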
Target sequence (O75884 whole entry, looked up): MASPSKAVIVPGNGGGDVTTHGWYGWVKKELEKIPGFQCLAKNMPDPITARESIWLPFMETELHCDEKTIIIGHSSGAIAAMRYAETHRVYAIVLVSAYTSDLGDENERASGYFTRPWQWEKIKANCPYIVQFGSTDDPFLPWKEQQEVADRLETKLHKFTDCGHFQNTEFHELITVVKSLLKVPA
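system = RBBP9 protein | input = RBBP9 at 2.5 µM in dispensed solution, before mixing | measured by = fluorescence polarization (mP), excitation 525 nm, emission 598 nm | incubation = enzyme-compound preincubation 30 min, then probe labeling 45 min, 25 °C | buffer or medium = Tris-NaCl-Pluronic buffer, pH 8.0 | compound = single dose 7.94 µM | also added = FP-Rh probe, 375 nM dispensing solution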
Wee1 stabilizer: Wee1 degradation inhibitors, primary screen, cell-based, HeLa, Wee1K328M-luciferase, luminescence; Wee1-like protein kinase (Homo sapiens), P30291; HeLa Luc-Wee1K328M stability; 100% = proteasome inhibitor MG132 effect; reporter increase, % at 5 µM; 220,000 compounds, 1.2% hits; AID 1321, 2008;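 active = activation above the mean of all tested compounds plus 3 SD, set per screening run, cut at about 8.8% in these data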;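 also: cells exposed to compound for 20 h before luminescence read; 0% = DMSO alone and 100% = MG132 at 30 µM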
CHOP inh: inhibitors of CHOP promoter induction, primary screen, cell-based, unfolded protein response, luciferase reporter; inhibition, % at 10 µM; 220,000 compounds, 3.8% hits; AID 2732, 2010; CHO-K1 CHOP-promoter luciferase, tunicamycin-induced, 15-18 h;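 active = compounds that reduced the stress-induced luciferase reporter signal by more than about 70% of percent inhibition, limit read from the data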;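 also: 0% = tunicamycin plus vehicle and 100% = wells without tunicamycin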
Ba/F3 V617F tox: reduced viability of JAK2V617F-dependent Ba/F3 cells, primary screen, JAK2V617F inhibitor project, cell-based, Ba/F3 EpoR-JAK2V617F, luminescence | ATP luminescence | inhibition, % at 5.6 µM | 220,000 compounds, 1.1% hits;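 active = inhibition above the campaign mean plus 3 SD over all tested compounds, cut at about 24% in these data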;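 also: cytokine-independent growth of Ba/F3 cells driven by EpoR plus mutant JAK2; 0% = DMSO-treated cells and 100% = JAK inhibitor I control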
Active calls of the source: *; . = not tested or not shown.

SMILES	PPC-1+TRAIL kill	zfTRPN1 agonist	BaF3 parental	TNF death inh	TRPML3 agonist	RBBP9 inh	Wee1 stabilizer	CHOP inh	Ba/F3 V617F tox
O=C(O)CCc1nc(-c2ccccc2)no1	-12	0.4	10	-0.9	0.9	-1	-1	10	-1
CC1Cc2ccccc2N1C(=O)c1cc2c(=O)n3ccccc3nc2n1C (configuration not stated)	8	-0.4	2	-11	1.0	-4	-1	25	-1
Cc1cc(Oc2ccc(Cl)cc2)nc(-c2ccccc2O)n1	31	1.1	-2	-1.5	-0.4	3	0	4	-4
Cn1c(-c2ccc(C(=O)c3ccccc3)s2)nc2ccccc21	.	-1.8	2	-0.4	0.3	2	4	.	-3
CCCCOCCCNC(=S)Nc1ccc(S(=O)(=O)N2CCOCC2)cc1	2	9.1	-7	-3.7	7.1	-11	-2	65	-1
CCNC(=S)N/N=C/c1cn(Cc2ccc(F)cc2)c2ccccc12	-10	-0.5	6	-0.4	-0.5	1	1	59	-1
CCCc1[nH][nH]c(=O)c1C(c1cccc(Cl)c1)C(C#N)C#N (configuration not stated)	-12	-0.1	10	-12	0.4	-13	1	18	3
Cc1noc(C)c1-c1nc(CS(=O)(=O)c2ccccc2)no1	8	-0.1	-1	0.4	0.5	-11	0	4	2
COc1ccc2cc(CO)c(Cl)nc2c1	16	1.4	1	1.0	0.8	-9	1	11	-1
CCN1C(=O)C(CC(=O)Nc2c(C)cccc2C)Nc2cc(S(=O)(=O)N(C)C)ccc21 (configuration not stated)	18	0.3	6	-0.8	-2.1	-12	-4	13	5
COc1cccc2c1C(=O)c1ccc3ccccc3c1C2=O	20	-1.6	2	-3.5	-0.3	-3	1	40	-2
O=C(NCc1ccccc1)NCc1cccs1	14	-0.7	5	1.2	-0.2	-3	0	-28	1
O=C(/C=C/c1ccc(S(=O)(=O)NCc2ccco2)cc1)NCc1cccc(Cl)c1	20	-1.0	3	3.4	0.4	-9	4	3	-4
CN(Cc1ccccc1)S(=O)(=O)c1ccc(NC(=O)C2CCCO2)cc1 (configuration not stated)	15	3.3	1	2.3	1.8	-8	0	0	-1
C=CCn1c(-c2ccccc2)ccc(C#N)c1=O	2	-1.4	0	-6.8	0.2	-11	-3	91*	1
O=C(O)c1ccc(NC2=C/C(=N/S(=O)(=O)c3ccccc3)c3ccccc3C2=O)cc1	30	-1.3	5	-10	0.0	0	3	103*	-1
CC(=O)Nc1cccc(NC(=O)CSc2nnc(Cc3cccn3C)n2CCc2ccccc2)c1	1	0.4	-1	1.5	1.0	-7	-1	10	0
COc1ccc(C(=O)NCC(=O)N/N=C/c2cn[nH]c2-c2ccccc2)cc1	.	0.9	13	1.2	0.2	1	4	9	2
Cc1cc2cc(CNS(=O)(=O)c3ccccc3)ccc2n1C	11	0.9	3	-2.6	1.1	-8	-2	-7	4
Cc1nc(NC(=O)/C=C/c2ccccc2)n[nH]1	1	-0.6	1	-1.8	0.4	-9	-1	97*	-3
CC(C)CCOCC(=O)Nc1cccc(C(=O)O)c1	22	1.9	7	0.1	0.5	-1	1	21	1
c1ccc(OCCOc2cccc3cccnc23)cc1	13	0.9	3	2.1	-0.3	-7	0	7	1
Cn1cc(C(=O)N2CCc3ccccc3C2)c(=O)c2cc(S(=O)(=O)N3CCOCC3)ccc21	-14	4.7	4	1.0	0.2	0	-1	-4	3
CCC(C(=O)NC1CCCCC1)n1c(SCc2cccc(F)c2)nc2ccncc21 (configuration not stated)	2	0.1	9	16	-0.1	-10	2	23	8
CCOC(=O)c1cc(C(O)(C(F)(F)F)C(F)(F)F)c(/N=C/N(C)C)o1	10	0.1	-1	0.6	0.6	5	7	33	-2
S=C(NCCCN1CCOCC1)Nc1ccc(Nc2ccccc2)cc1	-5	0.5	5	-3.0	1.3	-7	-2	-2	0
CC(=O)c1ccc(NC(=O)NCc2ccc(F)cc2)cc1	9	0.0	7	0.0	-0.2	-10	-2	-7	2
N#C/C(=C\c1ccc(Sc2nc3ccccc3[nH]2)o1)c1ccccc1	-2	-1.0	7	-2.4	0.3	-9	2	57	-2
OCCC1CN(Cc2ccc(-n3cccn3)cc2)CCN1Cc1ccccc1 (configuration not stated)	21	-0.4	6	2.2	0.6	4	1	11	-3
O=C(COc1ccccc1)NCc1cccs1	-7	0.1	3	-0.4	0.0	-9	-1	5	-1

Single records (already shown). Values in the order: PPC-1+TRAIL kill | zfTRPN1 agonist | BaF3 parental | TNF death inh | TRPML3 agonist | RBBP9 inh | Wee1 stabilizer | CHOP inh | Ba/F3 V617F tox
c1ccc(OCCOc2cccc3cccnc23)cc1 is listed with 13 | 0.9 | 3 | 2.1 | -0.3 | -7 | 0 | 7 | 1
Cn1cc(C(=O)N2CCc3ccccc3C2)c(=O)c2cc(S(=O)(=O)N3CCOCC3)ccc21 is listed with -14 | 4.7 | 4 | 1.0 | 0.2 | 0 | -1 | -4 | 3

Going on with the list:
SMILES	PPC-1+TRAIL kill	zfTRPN1 agonist	BaF3 parental	TNF death inh	TRPML3 agonist	RBBP9 inh	Wee1 stabilizer	CHOP inh	Ba/F3 V617F tox
Nc1cc(C(=O)OCC(=O)NCc2ccco2)ccc1Cl	7	1.3	2	-3.8	0.3	-9	2	-12	2
C#CCOC(=O)c1ccccc1C(=O)N(CC)CC	-18	0.6	0	-1.1	1.3	-8	-2	6	-2
Cc1ccccc1Nc1c(-c2ccncc2)nc2ccc(Br)cn12	14	0.1	2	-4.8	0.1	-2	-2	2	2
Cc1ccc2cc(CN(C(=O)c3cccnc3)C(C)C)c(=O)[nH]c2c1	26	0.6	4	0.3	1.0	-8	-1	18	-2
COc1ccc(-c2noc(CCCC(=O)NCc3ccco3)n2)cc1OC	-18	-0.7	5	3.0	0.4	-5	-1	-13	-2
O=[N+]([O-])c1ccc(-c2ccc(C=Nc3cccc4ccccc34)o2)cc1	33	-0.3	5	-15	-0.3	0	-1	41	-2
COc1cc(OC)c(NC(=S)NCc2ccccc2)cc1Cl	24	-0.1	7	-12	0.7	1	0	-1	2
Cc1c(N(C(=O)CNC(=O)c2ccccc2)C2(C(=O)NC3CCCCC3)CCCCC2)c(=O)n(-c2ccccc2)n1C	12	1.4	6	-0.6	1.4	-7	2	-11	3
Cc1cc(S(=O)(=O)N2CCN(c3ccccc3O)CC2)c(C)s1	-5	-1.5	8	0.1	-1.0	-8	-2	23	-2
COC(=O)C(C)Oc1ccc(Oc2nc(Cl)ccc2Cl)cc1 (configuration not stated)	9	-1.8	1	-3.7	-0.3	-4	-1	36	1
CC1(c2cc(C(F)(F)F)n3nc(C(=O)O)cc3n2)CC1	14	-0.2	4	-0.9	0.8	-1	2	15	0
CC1CCC(NC(=O)CN(C)S(=O)(=O)c2cccc3cccnc23)CC1 (configuration not stated)	20	0.2	0	-1.9	1.2	-3	0	0	2
O=C(Nc1cnn(Cc2c(Cl)cccc2Cl)c1)c1ccc([N+](=O)[O-])cc1	25	-1.7	1	-0.4	-1.4	-9	-2	-49	3
CN(C)S(=O)(=O)c1ccc(NC(=O)C2CC(=O)N(Cc3ccccc3)C2)cc1 (configuration not stated)	6	0.6	4	1.7	0.3	-1	-2	9	-1
O=c1c([N+](=O)[O-])c(N2CCOCC2)c2ccccc2n1-c1ccccc1	.	-0.1	4	0.5	0.1	-6	-2	4	1
CCOC(=O)c1c(C)nc2c(c(SC)nn2-c2ccccc2)c1N	10	0.9	1	0.3	0.7	-3	-2	27	4
O=C(N1CCCC1)C12CC3CC(C1)CC(C(=O)N1CCCC1)(C3)C2	4	0.6	1	0.3	0.5	2	6	-3	-3
N#CCCN(CCC#N)c1nnc(-c2ccccc2)s1	2	0.1	7	0.0	0.4	-7	3	-8	0
N#Cc1nc(Cc2cccc3ccccc23)oc1NCCN1CCOCC1	-7	0.0	0	0.5	0.0	8	-1	50	-1
COc1ccc(OCC(=O)N2CCN(S(=O)(=O)c3ccc(Cl)cc3)CC2)cc1	33	-0.6	0	1.2	0.4	5	2	22	-6
CCOC(=O)C1CCN(C(=O)c2ccc(CNS(=O)(=O)c3ccc(OC)cc3)cc2)CC1	-1	-0.8	5	2.3	0.3	6	-1	13	1
CCSc1nc(C)cc(C)c1S(=O)(=O)c1ccccc1C	18	-3.2	6	-4.8	-1.0	-2	1	71*	0

Among those listed so far, these have an aryl methoxy group:
SMILES	PPC-1+TRAIL kill	zfTRPN1 agonist	BaF3 parental	TNF death inh	TRPML3 agonist	RBBP9 inh	Wee1 stabilizer	CHOP inh	Ba/F3 V617F tox
COc1ccc2cc(CO)c(Cl)nc2c1	16	1.4	1	1.0	0.8	-9	1	11	-1
COc1cccc2c1C(=O)c1ccc3ccccc3c1C2=O	20	-1.6	2	-3.5	-0.3	-3	1	40	-2
COc1ccc(C(=O)NCC(=O)N/N=C/c2cn[nH]c2-c2ccccc2)cc1	.	0.9	13	1.2	0.2	1	4	9	2
COc1ccc(-c2noc(CCCC(=O)NCc3ccco3)n2)cc1OC	-18	-0.7	5	3.0	0.4	-5	-1	-13	-2
COc1cc(OC)c(NC(=S)NCc2ccccc2)cc1Cl	24	-0.1	7	-12	0.7	1	0	-1	2
COc1ccc(OCC(=O)N2CCN(S(=O)(=O)c3ccc(Cl)cc3)CC2)cc1	33	-0.6	0	1.2	0.4	5	2	22	-6
CCOC(=O)C1CCN(C(=O)c2ccc(CNS(=O)(=O)c3ccc(OC)cc3)cc2)CC1	-1	-0.8	5	2.3	0.3	6	-1	13	1
